Screens as filed in PubChem BioAssay.
MKP-3 inhibition: inhibition of rat DUSP6 enzyme activity – biochemical, in vitro, primary screen (AID 425); recombinant MKP-3 phosphatase activity, fluorescence; higher % means a stronger effect; inhibition, % at 20 µM, or IC50 in µM where a hit was titrated; hit rate 0.17% among 110,000; in the data active = inhibition above about 50%;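 also: plate controls were vehicle for no effect and reference inhibitor for full effect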
Hsp70 displacement: small molecules displacing fluorescent ligand from Hsp70 – biochemical, fluorescence polarization, primary screen (AID 583); Hsp70 fluorescence polarization probe displacement, mP; higher % means a stronger effect; one-dose displacement, % at 20 µM; IC50 in µM for titrated hits; hit rate 0.06% among 140,000; in the data active = displacement above about 50%;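 also: plate controls were vehicle for no effect and reference ligand for full effect; a part of the inactive calls stands beside numbers as strong as those of hits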
Starred values were filed as active, the others as inactive; x = not tested or not shown. Only part of the results is shown; count on the stated rates, not on these rows.

Molecule | MKP-3 inhibition | Hsp70 displacement
O=C(Nc1cccc(NC(=O)c2cccc3ccccc23)c1)c1ccc(Cl)cc1Cl | 7% | 4.8%
Cc1nc2sc(C(c3ccc(Cl)cc3)N3CCN(CCO)CC3)c(O)n2n1 (stereo not given) | 1% | -7.6%
Cc1cccc(OCC(=O)Nc2ccc(C)cc2[N+](=O)[O-])c1 | 5% | 4.1%
O=c1c2sc3nc(N4CCOCC4)c4c(c3c2ncn1Cc1ccco1)CCCC4 | -1% | -3.8%
O=C(O/N=C(/c1ccncc1)c1ccc([N+](=O)[O-])cc1)c1cccc(Br)c1 | 11% | -4.1%
O=C(NCc1ccccn1)C1CCCN(S(=O)(=O)c2cccc3nsnc23)C1 (stereo not given) | 0% | 10%
COc1nnc(-c2ccc(N3CCCCC3)c(NC(=O)C3CCCCC3)c2)c2ccccc12 | x | 5.6%
CC1=C(C(=O)OC(C)(C)C)C(c2ccco2)C(C#N)=C(N)O1 (stereo not given) | -12% | 5.5%
O=C(NCC1CCCO1)c1c(O)c2cccc3c2n(c1=O)CCC3 (stereo not given) | -4% | x
NS(=O)(=O)c1ccc(S(=O)(=O)N2CCCC2)cc1 | x | -0.6%
CCOc1cc(C(=O)Nc2ccc(Cl)c(-c3nc4ncccc4o3)c2)cc(OCC)c1OCC | 8% | -5.6%
c1ccc(SCc2nc(-c3ccccn3)no2)cc1 | -8% | 2.7%
Cc1ccc(-c2sc(C)nc2CC(=O)O)cc1 | 0% | 0.3%
O=C1c2cccc(Cl)c2C(=O)c2cccc(Cl)c21 | -2% | -3.1%
CCOc1ccc(N2C(=O)/C(=C/c3ccc(OCc4cccc(C(=O)O)c4)cc3)C(=O)NC2=S)cc1 | -2% | 5.7%
COC(=O)c1ccc(COC(=O)c2c(C)nn(Cc3ccccc3Cl)c2Cl)o1 | 1% | -3.2%
COc1ccc(CC(NC(C)=O)C(=O)NC2CCN(S(=O)(=O)c3cccc4ccccc34)CC2)cc1OC (stereo not given) | x | 2.3%
COc1ccc(CCNC(=O)C(=O)Nc2ccccc2C)cc1OC | 3% | -3.3%
COc1ccc(CONc2ncnc3nonc23)cc1[N+](=O)[O-] | -6% | 0.3%
Cc1ccc(S(=O)(=O)NCc2cccnc2)c(C)c1 | 3% | 0.2%
Oc1ccccc1-c1n[nH]c(=S)n1Cc1ccco1 | x | -2.1%
N=c1c(C(=O)NCc2ccc(F)cc2)cc2c(=O)n3ccccc3nc2n1CCCN1CCOCC1 | 2% | -0.6%
CCCn1c(SCC#N)nc2c(c1=O)C1(CCCC1)Cc1ccccc1-2 | -8% | -3.8%
O=[N+]([O-])c1cc(-n2ncnc2-c2cccs2)ccc1F | -1% | 0.5%
Cc1ccc(N2CC(c3nc4ccccc4[nH]3)CC2=O)c(C)c1 (stereo not given) | -10% | 4.2%
CN1CCN(C2=Nc3cc(Cl)ccc3Nc3ccccc32)CC1 | -4% | -0.6%
CSC1=N/C(=C\c2ccc(C)o2)C(=O)S1 | -8% | -1.2%
CCCCOc1ccc(C(=O)Nc2ccc(S(=O)(=O)Nc3nccc(C)n3)cc2)cc1 | 2% | 4.8%
COc1ccc(C2NC(C)(C)Cc3cc(OC)c(OC)cc32)cc1 (stereo not given) | 7% | -5.5%
COc1cc(C2NC(=O)NC(O)(C(F)(F)F)C2C(=O)c2ccc(Cl)cc2)ccc1O (stereo not given) | -1% | -1.5%

Taken from above:
MKP-3 inhibition with COc1ccc(CONc2ncnc3nonc23)cc1[N+](=O)[O-] reads -6%
Hsp70 displacement with NS(=O)(=O)c1ccc(S(=O)(=O)N2CCCC2)cc1 reads -0.6%
MKP-3 inhibition with O=c1c2sc3nc(N4CCOCC4)c4c(c3c2ncn1Cc1ccco1)CCCC4 reads -1%
Hsp70 displacement with Cc1nc2sc(C(c3ccc(Cl)cc3)N3CCN(CCO)CC3)c(O)n2n1 (stereo not given) reads -7.6%
MKP-3 inhibition with COc1cc(C2NC(=O)NC(O)(C(F)(F)F)C2C(=O)c2ccc(Cl)cc2)ccc1O (stereo not given) reads -1%

More compounds
Molecule | MKP-3 inhibition | Hsp70 displacement
O=C(CN(Cc1ccccc1Cl)C(=O)Cn1nnc(-c2cccs2)n1)NCC1CCCO1 (stereo not given) | -6% | 2.4%
Cc1ccccc1OCCCCCNCCO | -2% | 1.0%
CC(Oc1ccc(F)cc1)C(=O)Nc1ccc2ccccc2c1 (stereo not given) | x | 2.0%
Cc1cccc2c1[nH]c1nc(N/N=C\c3ccc(-c4ccccc4Cl)o3)nnc12 | 1% | 2.1%
CCCCNC(=O)C1CC(=O)N(C2CCCC2)C1 (stereo not given) | x | 0.9%
COc1ccc(NC(=O)N2CCCc3ccccc32)cc1 | -10% | 6.1%
COc1ccc(-c2cc(-c3ccc(F)cc3)nc(N3CCN(C)CC3)n2)cc1 | -10% | -2.1%
COCCN1C=C(C(=O)OC)C(c2ccccc2C(F)(F)F)C(C(=O)OC)=C1 | x | 2.8%
Cc1cc(C)cc(Oc2ncnc3c2ncn3Cc2c(Cl)cccc2Cl)c1 | x | 6.0%
Cc1c(C(=O)Nc2ccccc2Cl)oc2ccc(S(=O)(=O)N3CCC4(CC3)OCCO4)cc12 | 5% | -0.5%
COC(=O)C1(C(O)C(=O)c2ccc(C)cc2C)CCCCC1 (stereo not given) | -9% | 5.9%
CCOc1ccc2c(c1)C(C)=CC(C)(C)N2S(=O)(=O)c1ccc(NC(C)=O)cc1 | 0% | -4.1%
O=C(c1cc2sccc2n1Cc1ccc(F)cc1)N1CCCc2ccccc21 | x | 5.3%
CC(C)(C)NC(=O)C1C(C=C(Cl)Cl)C1(C)C (stereo not given) | 0% | -7.5%
Cc1cccc(NC(=O)C(=O)N/N=C/c2ccc(C)o2)c1 | 1% | -1.3%
CCOc1ccc(/C=C2\C(=O)NC(=S)N(c3cccc(Cl)c3)C2=O)cc1Cl | -1% | 1.2%
COc1cccc(C2CC(=O)N3CN(c4ccccc4F)CSC3=C2C#N)c1 (stereo not given) | 1% | -3.3%
Fc1cnc(NN=Cc2cccs2)nc1N1CCOCC1 | 1% | -4.0%
O=C(c1ccccc1NS(=O)(=O)c1ccc(F)cc1)N1CCCC1 | x | -6.3%
CCOC(=O)c1cc(-c2ccc(C)cc2)n(CCC(=O)NCCN(C)C)c1C | 3% | -4.9%
O=C(NC(NC(=S)Nc1ccc(Br)cc1)C(Cl)(Cl)Cl)c1ccccc1F (stereo not given) | 4% | -4.0%
CCOC(=O)Cc1csc(NC(=O)CSc2nnc(C(C)C)n2C)n1 | -3% | -5.2%
O=C(c1nn2c(C(F)(F)F)cc(-c3ccco3)nc2c1Cl)N1CCOCC1 | 3% | -0.1%
Cc1nc(NCc2ccccc2)c(C(N)=O)c2c1COC(C)(C)C2 | -4% | 2.1%
CC(=O)Nc1ccc(S(=O)(=O)N(CCO)Cc2ccccc2)cc1 | x | 0.5%
CCOC(=O)/C=C1\SCC(=O)N1CC(=O)NC1CCCCC1 | -8% | -5.5%
O=[N+]([O-])c1ccc(Oc2ccc(S(=O)(=O)Nc3ccccn3)cc2)cc1 | 7% | -2.3%
CC1CCN(c2ccc(C(=O)O)cc2N)CC1 | 1% | -5.5%
CCCN1C(=O)C2(C(C(=O)c3ccc(C)o3)=C(O)C(=O)N2CCCN2CCOCC2)c2ccccc21 (stereo not given) | -4% | 8.0%
Cc1nc(SCC(=O)NC(C)c2ccccc2)c2oc3ccccc3c2n1 (stereo not given) | x | 5.2%

Not a retest: an excerpt of the list.
Molecule | MKP-3 inhibition | Hsp70 displacement
O=C(CN(Cc1ccccc1Cl)C(=O)Cn1nnc(-c2cccs2)n1)NCC1CCCO1 (stereo not given) | -6% | 2.4%
Cc1ccccc1OCCCCCNCCO | -2% | 1.0%

The list goes on.
Molecule | MKP-3 inhibition | Hsp70 displacement
CCOC(=O)c1cnn(-c2ccccc2)c1N | x | -5.8%
CCOC(=O)C1=C(C)N=c2s/c(=C\c3ccc(C(=O)O)cc3)c(=O)n2C1c1ccc(OC)cc1 (stereo not given) | 0% | -4.8%
CCN(CC)c1ccc(C(=S)N2CCN(c3ccccc3)CC2)cc1 | -7% | 3.2%
Cc1c(-c2ccc(Cl)cc2Cl)nc2ccccc2c1C(=O)O | 2% | -3.1%
CC(C)c1nnc(NC(=O)/C=C/c2ccccc2)s1 | 1% | -5.4%
Cc1ccc(NCc2nnc(SCC(=O)N(Cc3ccccc3)C(C)(C)C)o2)c(C)c1 | 1% | -1.2%
CC(=O)Nc1nnc(SCC(=O)NCC2CCCO2)s1 (stereo not given) | -8% | -6.2%
Cc1onc(-c2ccccc2Cl)c1C(=O)N1CCN(C/C=C/c2ccccc2)CC1 | -6% | -0.6%
COc1ccc(NC(=O)/C(=C/c2cccs2)NC(=O)c2cccs2)cc1 | 1% | -4.8%
Cc1ccc(OCC(=O)O/N=C(\N)c2cccc([N+](=O)[O-])c2)c(C)c1 | 3% | -3.0%
COc1ccccc1C1/C(=C(/O)c2ccc(C)cc2)C(=O)C(=O)N1Cc1ccco1 (stereo not given) | -7% | -0.9%
CN(C)c1nccc(Nc2ccccc2)c1C#N | 3% | 3.7%
COCCNc1oc(-c2ccccc2Cl)nc1C#N | 3% | x
CCC(C)Nc1ncnc2c1cnn2Cc1ccc(Cl)cc1 (stereo not given) | -8% | -5.9%
c1ccc(-n2ncc3c(NCCN4CCCCC4)ncnc32)cc1 | -5% | 2.2%
Cc1c(/C=C(\C#N)c2nn(-c3ccccc3)c(N)c2C#N)c2ccccc2n1Cc1ccc(F)cc1 | x | -24%
COc1cc2[nH]c(=O)n(CCC(=O)N3CCc4ccccc4C3)c(=O)c2cc1OC | 6% | x
O=C(Cc1ccccc1)Nc1cc(Cl)c(Cl)cc1Cl | 1% | 2.4%
N/C(=N/OC(=O)c1cccc([N+](=O)[O-])c1)c1ccc(Br)cc1 | 0% | 4.1%
COCCCNC(=O)C1CCN(S(=O)(=O)c2c(C)noc2/C=C\c2ccc(OC)cc2)CC1 | -12% | -9.5%
CCC1=[N+](C)CCn2c(C)ccc21 | x | 2.9%
CC(=O)Nc1cc2c(cc1C(C)=O)OCCO2 | 2% | x
N#Cc1c(NCCN)nc(-c2ccccc2)c2c1CCCC2 | x | -5.0%
O=C(CSc1nc2sc3c(c2c(=O)n1-c1ccccc1)CCC3)Nc1ccccc1[N+](=O)[O-] | 4% | -2.5%
O=C(c1ccco1)N1CCN(C2CC(=O)N(c3ccccc3)C2=O)CC1 (stereo not given) | x | 0.2%
CCOC(=O)c1[nH]c(CSc2nnnn2-c2ccccc2C)c(C(=O)OCC)c1C | 1% | -21%
O=C(O)/C=C/c1ccc(S(=O)(=O)Nc2ccccn2)cc1 | 1% | 3.4%
CCOC(=O)c1sc(=S)n(Cc2ccccc2)c1N | 2% | 5.4%
O=C(Oc1ccc2oc(=O)sc2c1)c1ccccc1Br | 2% | -1.4%
Clc1ccc(-c2noc(CCCc3ccccc3)n2)cc1 | x | -0.9%

Molecule | MKP-3 inhibition | Hsp70 displacement
COc1ccc(Cl)cc1C(=O)Nc1cccc(C)c1C | -1% | 2.1%
O=C(Nc1nnc(SCc2ccc(Cl)cc2)s1)C1CCCO1 (stereo not given) | x | -2.7%
CCCCCCOc1ccc(N2C(=O)CC(N3CCC(C)CC3)C2=O)cc1 (stereo not given) | 3% | -5.6%
O=C(CSc1nnc(-c2ccncc2)n1Cc1ccco1)OC1CCCCC1 | 8% | 1.0%
NC(=O)C1(N2CCCCC2)CCN(c2ccc3nnc(-c4ccccc4)n3n2)CC1 | -15% | -1.7%
CN1C(=O)C2(c3ccccc31)N(C)CC(c1ccccn1)C21SC(=S)N(Cc2ccco2)C1=O (stereo not given) | -7% | -4.5%
CCCCOC(=O)c1ccc(Nc2ncnc3nc[nH]c23)cc1 | -8% | 0.4%
O=C(Nc1ccccc1I)c1ccccc1C(F)(F)F | 3% | -0.7%
CCOC(=O)c1c(NC(=O)CSc2nnc(CNc3ccc(F)cc3)o2)sc(C(C)=O)c1C | -15% | -6.0%
Cn1c2c(c(=O)n(C)c1=O)C(NS(=O)(=O)c1ccc(Cl)cc1)(C(F)(F)F)C(=O)N2 (stereo not given) | x | 3.1%
CCOC(=O)CC(C#N)c1cn(C)c2ccccc12 (stereo not given) | 6% | 4.4%
O=c1oc(-c2ccccc2Cl)nc2ccsc12 | x | 4.7%
CC(=O)N1CCN(S(=O)(=O)c2cccc(C(=O)Nc3nc4ccccc4[nH]3)c2)CC1 | -7% | 5.3%
CCOC(=O)N1CCN(c2c(NCCN3CCN(Cc4ccccc4)CC3)c(=O)c2=O)CC1 | 0% | 3.1%
Clc1ccc(-c2nnc3sc(-c4ccc(Br)o4)nn23)c(Cl)c1 | 6% | 2.3%
COc1ccc(CNc2ccc3c(c2)nc(C)n3C)cc1 | 6% | -5.4%
COc1cccc(C2C(C(=O)OCCc3ccccc3)=C(C)NC3=C2C(=O)CCC3)c1OC (stereo not given) | 4% | 0.6%
CCc1nc2c(sc3nc4c(cc32)COC(C)(C)C4)c(=O)n1Cc1ccco1 | -6% | 3.5%
CCN(CC)CCCN1CC(O)=C(c2nc3ccccc3s2)C1=N | x | -3.3%
COc1cccc(C(=O)N2CCN(S(C)(=O)=O)CC2)c1 | x | -2.6%
CCCCCN(C(=O)NC(=O)Nc1ccccc1C)S(C)(=O)=O | -8% | 6.3%

Shown with two lines to a compound: four of the compounds above.
The line under a structure holds: MKP-3 inhibition | Hsp70 displacement
O=c1oc(-c2ccccc2Cl)nc2ccsc12
→ x | 4.7%
O=C(Nc1ccccc1I)c1ccccc1C(F)(F)F
→ 3% | -0.7%
CCc1nc2c(sc3nc4c(cc32)COC(C)(C)C4)c(=O)n1Cc1ccco1
→ -6% | 3.5%
CC(=O)N1CCN(S(=O)(=O)c2cccc(C(=O)Nc3nc4ccccc4[nH]3)c2)CC1
→ -7% | 5.3%
